Bioassay records as filed in PubChem.
Pol kappa inh: inhibitors of human DNA polymerase kappa | Q9UBT6 | purified Pol kappa, fluorescent DNA synthesis assay, 10 min | Potency, µM (titrated, usually from 107 µM), inactives show at the highest dose activity, negative = inhibition, usual class: inhibitors | 400,000 compounds, 0.53% hits | AID 588579; also: potency is read from the fitted curve at half-maximal effect; % is scaled to controls: 0 for no effect and ±100 for the full control effect
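Kinetic fluorescence screen: compound preincubated 15 min RT with 10 nM enzyme; 50 nM substrate (final) initiates; reads at 0/10 min.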
APE1 inh: APE1 (human) endonuclease inhibition; Potency, µM (highest dose often 65.8 µM), for the others: top-dose activity change, negative = inhibition, most hits filed as inhibitors; P27695; recombinant APE1, TAMRA/BHQ-2 abasic DNA cleavage fluorescence; 350,000 compounds, 0.35% hits;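 also: potency is read from the fitted curve at half-maximal effect; plate controls were vehicle for no effect and reference inhibitor for full effect; nearly all actives have a fitted effect of over 55% in size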
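Quantitative HTS: incision of a TAMRA/BHQ-2 double-stranded substrate bearing a tetrahydrofuran abasic site by 0.75 nM APE1 raises fluorescence. Substrate 50 nM final, added after 15 min compound preincubation at room temperature; progress as third-minus-first kinetic read difference.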
Apoferritin bind: binds horse apoferritin like a general anesthetic; Potency, µM (titrated, usually from 77.5 µM), for inactives: top-dose activity change, negative = displacement, hits mostly inhibitors; P02791; 350,000 compounds, 0.074% hits; apoferritin/1-aminoanthracene competitive binding, fluorescence; also: potency is read from the fitted curve at half-maximal effect; % is scaled to controls: 0 for no effect and ±100 for the full control effect; nearly all actives have a fitted effect of over 20% in size
Target sequence (P02791 2-175 limits assumed): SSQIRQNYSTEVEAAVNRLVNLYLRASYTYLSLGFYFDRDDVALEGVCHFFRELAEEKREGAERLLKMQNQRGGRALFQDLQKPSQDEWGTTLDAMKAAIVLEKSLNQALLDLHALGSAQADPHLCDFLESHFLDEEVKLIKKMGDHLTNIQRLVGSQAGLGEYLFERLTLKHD
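In PBS, apoferritin at 10 uM is loaded with 1-AMA from a 50% saturated solution. After 10 min of compound exposure at ambient temperature, reduced 535 nm fluorescence indicates probe displacement.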
POLB inh: blocks human DNA polymerase beta activity; Potency, µM (doses to about 114 µM), without a hit: at the top dose activity change, negative = inhibition, usual class: inhibitors; AID 485314; Pol beta primer extension/strand displacement, fluorescence kinetic; 340,000 compounds, 1.3% hits; P06746; also: potency is read from the fitted curve at half-maximal effect; % is scaled to controls: 0 for no effect and ±100 for the full control effect
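Human Pol beta at 10 nM; strand-displacement substrate 50 nM final. Compound exposure 15 min at room temperature before start, reaction 10 min at room temperature.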
POLH inh: inhibitors of human DNA polymerase eta; recombinant Pol eta, fluorescent DNA replication assay; Potency, µM (highest dose often 114 µM), without a hit: at the top dose activity change, negative = inhibition, hits mostly inhibitors; Q9Y253; AID 588591; 390,000 compounds, 1.2% hits; also: potency is read from the fitted curve at half-maximal effect; % is scaled to controls: 0 for no effect and ±100 for the full control effect
Target sequence (Q9Y253 whole entry, looked up): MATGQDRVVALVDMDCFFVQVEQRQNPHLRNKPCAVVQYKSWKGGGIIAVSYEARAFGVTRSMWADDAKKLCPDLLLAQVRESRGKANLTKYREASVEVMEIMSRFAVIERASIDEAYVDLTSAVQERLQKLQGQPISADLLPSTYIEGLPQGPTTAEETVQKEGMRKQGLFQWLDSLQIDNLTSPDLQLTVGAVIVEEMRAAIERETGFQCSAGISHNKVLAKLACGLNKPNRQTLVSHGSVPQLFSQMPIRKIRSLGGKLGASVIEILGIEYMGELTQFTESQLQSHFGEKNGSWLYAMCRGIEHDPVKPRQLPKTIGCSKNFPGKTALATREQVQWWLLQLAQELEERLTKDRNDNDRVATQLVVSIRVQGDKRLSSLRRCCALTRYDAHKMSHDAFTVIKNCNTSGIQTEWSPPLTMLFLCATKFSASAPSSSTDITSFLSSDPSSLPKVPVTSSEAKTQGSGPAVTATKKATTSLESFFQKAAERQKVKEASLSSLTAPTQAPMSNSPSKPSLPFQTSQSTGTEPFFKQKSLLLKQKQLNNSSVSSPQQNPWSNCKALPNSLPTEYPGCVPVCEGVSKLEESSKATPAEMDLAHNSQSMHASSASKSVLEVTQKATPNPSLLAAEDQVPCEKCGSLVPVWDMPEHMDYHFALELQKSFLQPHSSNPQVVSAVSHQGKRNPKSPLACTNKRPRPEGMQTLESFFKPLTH
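Pol eta (10 nM) was preincubated with compounds for 15 min at room temperature, after which fluorescent replication substrate (50 nM final) was added to start the reaction. Fluorescence was read kinetically at 0 and 10 min.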
ERG-DNA inh: ERG Ets/DNA interaction inhibition; fluorescence polarization, His-ERG Ets domain / labelled DNA; 370,000 compounds, 0.028% hits; P11308; AID 624246; Potency, µM (series often up to 76.9 µM), inactives show at the highest dose FP activity, negative = inhibition, hits mostly inhibitors; active = well fitted inhibition curve with a large enough effect in the polarisation, with a control signal flat; inconclusive = small, poorly fitted or top-dose-only effect, or effect the other way, or a change in a side signal; inactive = no such curve, though single readings can be large or run the other way; the % refers to the polarisation;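 also: polarization taken with two DNA probes labelled with fluorescein and Texas red; potency is read from the fitted curve at half-maximal effect; % of control where 0% means no effect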
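His-tagged ERG Ets domain (1 uM in the protein solution; 300mM KCl, 50mM Tris-HCl, 1mM EDTA, 1mM DTT, pH 7.5) received compound, then a probe mix of 5 nM fluorescein-DNA and 100nM Texas-615-DNA. Fluorescence polarization was read for both dyes.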
RGS4 inhibitor: blocks human RGS4-accelerated GTP hydrolysis; Potency, µM (series often up to 114 µM), inactives show at the top dose activity change, negative = inhibition, hits mostly inhibitors; Transcreener GDP fluorescence polarization, RGS4-accelerated GTP hydrolysis; 390,000 compounds, 0.039% hits; P49798; also: potency is read from the fitted curve at half-maximal effect; % is scaled to controls: 0 for no effect and ±100 for the full control effect; nearly all actives have a fitted effect of over 75% in size; some results filed as inactive show a strong effect at the top dose
Target sequence (P49798 whole entry, looked up): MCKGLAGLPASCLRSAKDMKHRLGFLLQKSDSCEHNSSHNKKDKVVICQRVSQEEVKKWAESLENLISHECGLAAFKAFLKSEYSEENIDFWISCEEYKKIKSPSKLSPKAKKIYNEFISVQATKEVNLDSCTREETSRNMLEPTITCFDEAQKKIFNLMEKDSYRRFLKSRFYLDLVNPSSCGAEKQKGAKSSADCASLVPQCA
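MLSMR compounds (23 nl, pin-transferred) preincubated 10 min at room temperature with a 500nM (2x) first reagent, then RGS4 at 900nM (2x) plus Transcreener GDP mix added; fluorescence polarization (620/688 nm) read before and after 90 min at 30 °C.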
LDHA block: LDHA (human) enzyme inhibition. activity change, % (values are at about 110 or 230 µM). P00338. 480,000 compounds, 0.15% hits. AID 1347041. purified LDHA, NADH/diaphorase-resazurin fluorescence; hits give low values; in the data active = activity change below about -30%; inconclusive = mostly about -25% to -30%;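 also: plate controls were DMSO wells for no effect and wells without enzyme for full effect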
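Remaining NADH was detected by diaphorase (0.133 mg/mL) converting 37 µM resazurin to fluorescent resorufin, read at 0 and 20 minutes. The preceding 5-minute room-temperature reaction used 2 nM LDHA, 0.2 mM sodium pyruvate and 0.06 mM NADH at pH 7.4.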
ALOX12 inh: ALOX12 (human) lipoxygenase inhibition; Potency, µM (highest dose often 108 µM), for the others: at the top dose activity change, negative = inhibition, actives largely listed as inhibitors; P18054; 580,000 compounds, 1.1% hits; purified 12hLO, xylenol orange hydroperoxide absorbance; also: potency is read from the fitted curve at half-maximal effect; % is scaled to controls: 0 for no effect and ±100 for the full control effect
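Purified human 12hLO at 150 nM in 25 mM Hepes, 0.01% Triton X-100, pH 7.0, preincubated 15 min at room temperature with compound. Reaction started with 40 uM arachidonic acid, 30 min at room temperature. Hydroperoxide measured by Fe-xylenol orange, 573/405 nm absorbance ratio.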
An asterisk follows results filed as active; i = inactive; ? = inconclusive; . = no result given; & = joins results of further samples; ! = not active in a repeat; [ ] = another dose, or the depositor's remark. Unless noted, calls follow the shape of the dose curve; as a rule, active = well fitted curve in the direction sought with a large enough effect; inconclusive = small, poorly fitted or top-dose-only effect, or another doubt; inactive = no such curve, though single readings can be large; an effect the other way counts as inactive or inconclusive.

SMILES	Pol kappa inh	APE1 inh	Apoferritin bind	POLB inh	POLH inh	ERG-DNA inh	RGS4 inhibitor	LDHA block	ALOX12 inh
CC(C)N(CCC(C(N)=O)(c1ccccc1)c1ccccn1)C(C)C (stereo not given)	?	-11.3%	3.9%&0.8%	0.5%	-13.2%	8.1%&-7.0%	?	-5.5&-4.9	6.8%&0.7%
COc1ccccc1N=C1SCCCN1C	-0.5%	3.5%	-8.7%	3.0%	-6.2%	2.5%	-40.4%	-34.1*	?
CCCCn1c(O)c(C(CC)=NCCN2CCCCC2)c(=O)[nH]c1=O	-10.3%	-2.0%	-22.2%	7.1%	-10.8%	5.4%	-8.4%	2.6	3.5%
Nc1ccc(Cl)c(Cl)c1	1.0%	0.8%	.	.	-25.2%	3.5%	-16.4%	-1.1	1.5%
CN1CCCN(C(=O)COc2cccc(C(F)(F)F)c2)CC1	3.7%	-6.2%	-7.5%	9.5%	-4.3%	-23.0%	-3.1%	0.6	-8.3%
O=c1c2ccccc2nc(/C=C/c2ccccc2F)n1-c1cccc(O)c1	-0.8%	.	58.4%[activator]	3.2%	5.2%	1.0%	-3.1%	-2.6	-34.9%
COC(=O)C1=C(c2ccc3ccccc3c2)C[C@@H]2CC[C@H]1N2C(=O)N1CCC(C)CC1	-2.7%	-8.6%	.	.	-12.6%	0.8%	-6.6%	2.6	.
O=c1oc2ccccc2c(O)c1C(c1ccc([N+](=O)[O-])cc1)c1c(O)c2ccccc2oc1=O	?	?	-10.9%	50.1µM*	20µM*	3.2%	-30.9%	-67.0*	7.94µM*
O=C(N/N=C/c1c(O)n(Cc2ccco2)c(=O)[nH]c1=O)c1ccccc1O	79.4µM*	?	-1.5%	-29.0%	14.1µM*	6.6%	-22.0%	-4.3	?
N=C1c2ccccc2CN1NC(=O)c1ccccc1	-1.0%	0.8%	0.4%	32.5%	-13.8%	-4.3%	-15.6%	0.6	-2.4%
CC(=O)OC1CN2CCC1CC2 (stereo not given)	-1.4%[19.4 µM]	-1.4%	1.1%	.	.	.	?	.	.
COc1ccc(-c2cc(=Nc3ccccc3)c3cc(C)ccc3o2)cc1	-0.6%	8.9%	-12.7%	4.0%	-7.0%	-3.6%	-8.4%	3.8	-0.2%
Cc1ccc(-c2nc3ccccc3c(=O)n2-c2ccc(Br)cn2)cc1	-10.9%	-5.0%	-18.2%	-20.0%	-17.4%	-15.4%	21.0%	-4.2	-9.8%
O=c1[nH]c(=O)n(Cc2ccco2)c(O)c1C=NCc1ccco1	-27.9%	0.7%	-15.6%	?	89.1µM*	.	5.9%	-10.8	-7.2%
NNP(=O)(CC(=O)c1ccccc1)c1ccccc1 (stereo not given)	5.7%	1.8%	3.5%	6.3%	-13.4%	-2.2%	7.6%	-0.5	257.3%[activator]
O=c1c2ccccc2nc(-c2ccc(Cl)cc2Cl)n1-c1ccncc1	-8.0%	10.1%	-10.7%	35.7%	-15.0%	-10.6%	22.1%	-4.0	-7.3%
CN1CCN(c2ccc3ccccc3n2)CC1	0.9%&-7.0%[19.4 µM]	-2.8%&16.6%&-0.3%	.	16.3%[57.1 µM]	-2.0%[57.1 µM]	.	.	.	?
O=C(OCCCCN1C(=O)c2ccccc2C1=O)c1ccc(Br)o1	-14.6%	-5.2%	?	-28.1%	0.0%	-7.8%	-38.7%[56.9 µM]	-6.4	1.1%
CC1CCN(CC(=O)c2ccccc2Cl)CC1	-13.5%	-0.4%	-13.5%	15.1%	-1.4%	0.0%	-24.0%	-4.5	-20.2%
O=C(OCC(=O)c1ccc([N+](=O)[O-])cc1)/C(=C/c1ccc(Cl)cc1)NC(=O)c1ccccc1	8.5%	4.9%	-5.6%	15.6%	-11.5%	-6.8%	-42.4%	5.6	-6.1%
Cc1cc(/C=C2\C(=O)NC(=O)N(c3ccc(Cl)cc3)C2=O)c(C)n1-c1cccc(C(=O)O)c1	-96.2%	-25.3%	-9.4%	?	20µM*	19.3%	-17.7%	-11.2	?
COc1ccccc1CN1CCN(C(=O)COc2ccccc2)CC1	-13.7%	-4.5%	-5.4%	-21.9%	-1.0%	-8.4%	9.8%	-12.1	?
C[C@@H]1O[C@@H](O[C@@H]2C=C3CC[C@@H]4C(CC[C@]5(C)[C@@H](c6ccc(=O)oc6)CC[C@]45O)[C@@]3(C)CC2)[C@H](O)[C@H](O)[C@H]1O (stereo not given in full)	-13.4%	-0.4%	.	.	-11.6%	11.9%	15.8%	0.9	-4.9%
O=C(C/C=N\OCc1c(Cl)cccc1Cl)Oc1ccc(Cl)cc1Cl	3.6%	2.0%	?	0.3%	1.2%	4.3%	1.3%	2.0	0.0%
COc1ccc(-c2cc(=O)c3c(OC)c(OC)c(OC)cc3o2)cc1	14.1%	-0.1%	-12.8%	52.5%	-16.3%	-12.2%	-2.1%	0.2	2.1%
COc1cccc(N2C(=O)NC(=O)C3(Cc4cc(C)ccc4N(C)C3)C2=O)c1 (stereo not given)	-4.8%	?	-23.4%	5.9%	-8.9%	-6.1%	-38.3%	5.8	?
NCCc1c[nH]c2ccc(OCc3ccccc3)cc12	-9.0%	-0.5%	-1.8%	18.4%	5.5%	1.1%	-15.6%	0.3	?
CCOC(=O)C1=C(N)OC2=C(C(=O)CCC2)C12C(=O)N(CC(N)=O)c1ccccc12 (stereo not given)	-12.0%	-2.9%	-4.0%	19.7%	-3.8%	-1.9%	-15.6%	9.6	55.6%[activator]
COc1ccccc1N1CCNCC1	-7.9%[60.1 µM]	3.0%&19.2%	-5.9%&6.4%	4.1%[57.1 µM]	-0.8%[57.1 µM]	-5.3%	-4.1%[56.9 µM]	-4.4	27.8%
c1ccc(C(OCCN2CCN(c3ncccn3)CC2)c2ccccc2)cc1	-9.5%	.	.	.	0.8%	2.8%	19.1%	-7.8	?
COc1ccc(Cc2nccc3cc(OC)c(OC)cc23)cc1OC	-14.4%[60.1 µM]	?	-17.6%	-11.4%	?	0.4%	?	-9.8	?
CC(C)[C@H](CO)Nc1nc(Nc2cccc(Cl)c2)c2ncn(C(C)C)c2n1	-12.7%[19.4 µM]	?	.	.	.	.	i	.	-4.6%[57.4 µM]
COc1ccc(-c2nc(CN3C(=O)CN=C(c4ccccc4)c4cc(Cl)ccc43)c(C)o2)cc1	7.3%	.	-11.3%	20.6%	-20.4%	7.2%	-3.8%	-2.7	-0.1%
COc1ccc(OC)c(-n2c(O)c(/C=C3\C(C)=Nc4ccccc43)c(=O)[nH]c2=O)c1	-9.5%	2.3%	-9.9%	0.8%	-21.9%	4.4%[15.4 µM]	-23.6%	-1.9	?
N#CCCn1cc(C(=O)Nc2ccccc2Cl)c(-c2ccc([N+](=O)[O-])cc2)n1	-4.9%	-0.2%	-6.0%	16.2%	-7.4%	-2.7%	-19.3%	-0.5	?
CCOP(=O)(Cc1cc(C(=O)CC)c(C)o1)OCC	-0.4%	-2.1%	-1.7%	-11.0%	-10.6%	5.6%	-1.2%	-0.4	?
CCOCC1(CCc2ccccc2)C(=O)NC(=S)NC1=O	-18.3%	.	.	.	-5.3%	-0.9%	15.0%	-2.9	-23.2%
Cc1nc2ncnn2c(C)c1CCC(=O)N1CCC2(CC1)OCCO2	-6.8%	-2.4%	-4.6%	7.6%	2.3%	-6.1%	31.4%	-11.5	-3.7%
CCOc1cc2c(cc1OCC)-n1cccc1C(c1cc(C)c(OC)cc1C)NC2 (stereo not given)	-10.5%	-3.4%	-20.3%	-4.0%	-6.7%	9.2%	-10.7%	-1.3	-20.7%
CC(C)CCOP(=O)(c1ccc(N(C)C)cc1)C(O)c1ccc(C(C)C)cc1 (stereo not given)	-13.5%	-19.1%	?	-8.2%	?	2.8%	-15.9%	0.8	-24.2%
COc1ccc(C(=O)N2CCC3(CC2)OCCO3)cc1	-12.0%	9.2%	-1.0%	?	1.7%	-3.9%	17.2%	1.4	10.8%
COc1cccc(-c2nn(CCC#N)cc2C(=O)Nc2ccccc2Cl)c1	-7.5%	-13.0%	-8.1%	16.1%	-8.0%	-0.7%	6.3%	-0.7	0.9%
COc1cccc2c1C13CC[N+]4(CC5CC5)CO[C@]1(CCC(=O)C3)C4C2	1.3%[19.4 µM]	1.3%	2.3%	.	.	.	.	.	-0.6%
CCOP(=O)(Cc1cc(C(C)=O)c(C)o1)OCC	4.4%	-7.4%	-9.2%	9.5%	11.4%	-15.5%	-19.0%	3.3	?
Cn1nc(-c2ccc(OCC(=O)N3CCN(Cc4ccccc4)CC3)cc2)c2ccccc2c1=O	-9.3%&-6.3%	1.8%&-10.6%	1.4%&1.1%	4.7%&28.4%	2.1%&-18.3%	3.3%&-5.7%	21.4%&18.5%	-5.8&-1.9	?
O=C(c1n[nH]c(=O)c2ccccc12)N1CCC2(CC1)OCCO2	9.7%	?	-2.0%	2.2%	-15.3%	-0.1%	-23.0%	0.2	2.4%
O=C(O)c1cc(O)c(O)c(O)c1	10µM*!	?	-11.0%	.	.	.	.	.	?
C(=C\c1ccccc1)/CN1CCN(CCOC(c2ccccc2)c2ccccc2)CC1	-0.1%[19.4 µM]	-5.1%	-6.4%	.	.	.	.	.	?

An excerpt. The share of hits here may be higher or lower than overall.
